RAD52 inh: RAD52 (human) annealing inhibition; P43351; recombinant RAD52 DNA annealing, FRET fluorescence; inhibition, % at 18.7 µM; 0.46% of 360,000 active; AID 651710;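 active means every replicate showing at least 50% inhibition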
CFTR F508del cor: correctors of CFTR F508del function in bronchial epithelial cells | activity (quench increase), % at 7.58 µM | CFBE cells, YFP halide quenching; stimulated with forskolin plus potentiator P3; % fluorescence drop versus neutral controls | 0.36% of 350,000 active | AID 720511;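 active means mean added fluorescence quench of at least 8% versus neutral control, with both replicates also reaching 8%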;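 further: cells transiently co-express mutant CFTR-F508del with the halide-sensitive YFP; corrector assay measuring rescue of mutant channel to the surface after 24 h compound exposure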
GSIS activator: primary screen for activators of insulin secretion dependent on glucose, INS-1E cells, GLuc reporter luminescence; INS-1E GLuc reporter insulin secretion, 2-3 h; activation, % at 16.6 µM; 0.61% of 370,000 active; AID 743287;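 active means lowest replicate activation of at least 40%, so every replicate reaches that level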;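 further: 0% = median of neutral control wells and 100% = median of IBMX positive control wells; some compounds called inactive have numbers as strong as hits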
ERAP1 inh: ERAP1 (human) enzyme inhibition | inhibition, % at 10.7 µM | AID 652197 | 0.15% of 340,000 active | Q9NZ08 | recombinant ERAP1, Leu-AMC fluorescence, 60 min;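 active means mean replicate inhibition of at least 30%, or all replicates individually reaching that 30% level; inactive means mean below 30% and not every replicate reaching it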;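 further: 0% = neutral control wells and 100% = L-leucinethiol positive control wells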
Target sequence (Q9NZ08 whole entry, looked up): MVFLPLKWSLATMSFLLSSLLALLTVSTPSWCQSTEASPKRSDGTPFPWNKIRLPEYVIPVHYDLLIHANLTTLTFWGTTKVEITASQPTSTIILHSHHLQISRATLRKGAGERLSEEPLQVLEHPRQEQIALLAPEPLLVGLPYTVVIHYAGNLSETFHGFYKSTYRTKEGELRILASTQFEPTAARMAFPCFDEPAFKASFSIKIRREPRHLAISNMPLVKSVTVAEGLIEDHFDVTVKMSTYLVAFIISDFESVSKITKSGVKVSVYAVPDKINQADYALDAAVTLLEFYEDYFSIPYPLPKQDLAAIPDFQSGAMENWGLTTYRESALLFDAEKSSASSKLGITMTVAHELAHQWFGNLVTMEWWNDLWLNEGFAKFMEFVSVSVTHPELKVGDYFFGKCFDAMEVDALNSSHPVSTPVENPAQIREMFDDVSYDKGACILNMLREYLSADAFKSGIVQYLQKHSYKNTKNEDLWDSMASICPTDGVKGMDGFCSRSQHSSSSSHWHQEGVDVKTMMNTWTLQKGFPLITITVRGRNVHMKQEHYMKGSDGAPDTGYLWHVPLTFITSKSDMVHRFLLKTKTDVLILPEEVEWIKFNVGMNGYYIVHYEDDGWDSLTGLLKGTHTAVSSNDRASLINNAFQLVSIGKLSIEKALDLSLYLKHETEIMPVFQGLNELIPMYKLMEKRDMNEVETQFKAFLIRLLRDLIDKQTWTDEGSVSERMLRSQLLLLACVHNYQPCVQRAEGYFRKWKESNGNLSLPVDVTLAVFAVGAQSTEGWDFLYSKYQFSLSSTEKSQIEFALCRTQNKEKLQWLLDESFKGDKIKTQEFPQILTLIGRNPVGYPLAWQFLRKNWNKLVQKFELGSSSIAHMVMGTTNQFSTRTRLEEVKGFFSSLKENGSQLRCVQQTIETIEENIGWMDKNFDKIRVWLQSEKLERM
ARNT-TACC3 inh: ARNT/TACC3 interaction disruption | AlphaScreen His-ARNT PAS-B/GST-TACC3 binding, luminescence; TACC3 fragment carries E629A point mutation | inhibition, % at 9.99 µM | 0.66% of 390,000 active;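 active means mean inhibition of replicates at least 50% and at least half of replicates each reaching 50%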;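 further: 0% = complete ARNT plus TACC3 wells and 100% = ARNT alone without TACC3; many hits fall short of the cut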
esBAF inh: SWI/SNF esBAF complex inhibition | mouse ES cells, Bmi1-luciferase knock-in reporter, 24 h; 100% = twice the neutral-well signal | reporter increase, % at 12.5 µM | 2% of 350,000 active | AID 602393; in the data active means activation above about 40%;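 further: 0% = median of the plate's neutral control wells and 100% = double that signal; a rise in the Bmi1 reporter signal indicates esBAF inhibition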
Xi reactivation: activators of X-chromosome reactivation in mouse fibroblasts | XiGFP mouse fibroblasts, % GFP-positive cells imaging, 3 d; cells co-treated with 5-aza-dC sensitizer; scaled so ellipticine positive control = 100% | activation, % at 7.58 µM | 0.055% of 360,000 active | AID 743238;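 active means mean normalized replicate activation at least 10% and every replicate at or above 10%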;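 further: 0% = median of on-plate neutral control wells and 100% = ellipticine 6 µM median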
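Schedule: 3 d treatment, 15 min room-temperature fixation; system: 68-5-11 XiGFP fibroblast line; buffer or medium: DMEM plus 5-aza-dC sensitizer; control set: ellipticine 6 µM positive control; compound: one concentration, pinned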
RAD54 inh: blocks human RAD54 Holliday junction branch migration | AID 602329 | 0.14% of 360,000 active | inhibition, % at 10.4 µM | FAM/BHQ fluorescence;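 active means mean normalized replicate activity at least 40 and at least half of replicates scoring 40 or more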;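 further: 0% = median of neutral control wells and 100% = median of positive control wells; inhibitors cause a drop in the FAM fluorescence signal; in these data hits start at about 50%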
The depositor's hits bear a star; · = not tested or not shown; & = joins results of further samples.

SMILES	RAD52 inh	CFTR F508del cor	GSIS activator	ERAP1 inh	ARNT-TACC3 inh	esBAF inh	Xi reactivation	RAD54 inh
COc1ccc(C2c3[nH]c4ccccc4c3CCN2C(=O)c2ccccc2C(C)=O)c(F)c1 (configuration not stated)	-15	0.2	·	-1	2	9	0.1	-9
CCN(CC)C(=O)C1=C(C)N(Cc2ccc(OC)cc2)C(=O)C(CC(=O)NCc2ccco2)C1 (configuration not stated)	-10	-2.0	2	3	·	-4	0.3	13
C[C@H]1CN([C@@H](C)CO)S(=O)(=O)c2ccc(C#CC(C)(C)O)cc2O[C@H]1CN(C)C(=O)C1CCC1	5	-2.1	26	2	-2	1	0.0	-6
O=C(CSc1ncccn1)NCc1cccc(Cl)c1	-9	-0.2	-5	9	-1	·	0.1	·
Cc1nc2c(C#N)cnn2c2c1CCN2CC1CCCO1 (configuration not stated)	4	0.8	46	0	-2	-4	-0.2	12
CO[C@H]1CN(C)C(=O)c2cc(NC(=O)C3CCC3)ccc2OC[C@H](C)N(C)C[C@@H]1C	-3	-5.2	7	·	-7	-2	-0.4	-11
Cn1c(/C=C/c2ccc(Br)cc2)c([N+](=O)[O-])c(=O)n(C)c1=O	-6	-5.4	-30	-1	-2	12	0.5	2
CC1CCC(NC(=O)CCN2C(=O)C3C4C=CC(C4)C3C2=O)CC1 (configuration not stated)	-5	-0.1	-5	-5	-14	3	0.2	-13
C[C@H](CO)N1C[C@H](C)[C@H](CN(C)S(=O)(=O)c2ccc(F)cc2)Oc2ncc(Br)cc2C1=O	-15&6&6	3.3&0.1&0.5	15&21	-1&1&0	1&3	0&1&6	0.2&0.6	2&-40&-9
CCOCc1nnc(NC(=O)c2cc(OC)cc(OC)c2)s1	-4	-1.7	0	-1	-8	·	0.0	·
CN(C)CC(=O)N1[C@H](CO)[C@H](c2ccccc2)C12CN(C(=O)C1CCCC1)C2	-1	-1.1	18	1	·	·	0.0	·
CCOC(=O)c1sc(NC(=O)CCc2ccc(OC)cc2)nc1C	-1	-2.6	1	-1	8	0	1.6	-4
Cc1ccc(S(=O)(=O)N2CCC(C(N)=O)CC2)cc1[N+](=O)[O-]	7	-1.9	-4	-1	-3	-8	0.0	-7
O=C(COc1ccc(S(=O)(=O)N2CCOCC2)cc1Cl)NCC1CCCO1 (configuration not stated)	0	-1.3	-4	1	-6	-1	0.2	-1
CNS(=O)(=O)c1cccc(C(=O)OCC(=O)NCCCc2ccccc2)c1	-4	2.2	-8	6	31	4	0.3	-1
CO[C@@H]1CN(C)C(=O)c2cc(NC(=O)Nc3ccccc3Cl)ccc2OC[C@@H](C)N(S(C)(=O)=O)C[C@H]1C	·	-4.1	-9	·	-28	3	0.4	6
OCCN1CCN(CC(O)COC(c2ccc(F)cc2)c2ccc(F)cc2)CC1 (configuration not stated)	2	0.3	-30	-1	-5	-2	0.0	1
CCOC(=O)c1c(N)sc(C(=O)OC)c1C	-8	-1.2	6	2	·	·	0.1	·
Cc1ccccc1C(=O)NCCn1cc(SCC(=O)NCC2CCCO2)c2ccccc21 (configuration not stated)	3	-1.4	-2	-1	7	-1	0.2	11
Cn1nc(-c2ccccc2)c(CO)c1Oc1ccc(F)cc1	-6	2.0	1	2	-2	8	0.0	·
C[C@@H]1CCCCO[C@H](CN(C)C(=O)Nc2ccc3c(c2)OCO3)[C@H](C)CN([C@@H](C)CO)C(=O)c2cc(NC(=O)NC3CCCCC3)ccc2O1	·	2.5	-3	·	2	3	0.1	-16
N#Cc1c(N)nc2c(c1-c1cccs1)CCCC2	-8	1.0	-2	5	-3	-20	0.0	-1
CCc1ccccc1Nc1ncnc2ccccc12	-10	2.5	18	1	-5	-1	0.2	-9
CCCn1cc(S(=O)(=O)c2ccccc2)c(=O)c2cc(CC)ccc21	-4	-0.9	25	5	-3	5	0.1	2
COc1ccc(-c2noc(CCC(=O)NCc3ccco3)n2)cc1	-13	0.3	-6	·	-6	4	-0.1	5
COc1ccc(/C=N/NC(=O)c2ccc(Cl)cc2)cc1Cn1cc(Cl)cn1	-9	·	0	-2	-3	·	-0.1	·
COc1ccccc1N(CC(=O)NCCSCc1ccccc1)S(C)(=O)=O	-9	2.4	0	1	-7	-2	0.0	-4
CC(C)CC1C(=O)N(Cc2cn(Cc3ccco3)nn2)CCS(=O)(=O)N1Cc1ccc(-c2ccccc2)cc1 (configuration not stated)	-6	1.4	·	1	·	7	0.2	-2
COc1ccc(/C=C/C(=O)Nc2ccc(C(N)=O)cc2)cc1OC	4	1.0	2	2	·	·	0.1	-11
C[C@H]1CN([C@@H](C)CO)C(=O)c2cc(Br)cnc2O[C@@H]1CN(C)S(=O)(=O)c1ccc(F)cc1	23	0.3	3	-4	·	-10	-0.9	6
COC(=O)c1cc(N2CCN(C)CC2)nc2ccccc12	-227	1.0	19	·	2	·	0.2	·
COc1cc(CNC2CCCC2)c(Br)cc1OC1CCCC1	-6	2.4	12	0	-2	·	0.0	·
C[C@H](CO)N1C[C@H](C)[C@H](CN(C)C(=O)c2ccccc2)OCCCC[C@H](C)Oc2ccc(NC(=O)Nc3ccc4c(c3)OCO4)cc2C1=O	-3	-3.6	-9	-3	7	3	0.3	16
CC1(C)CC(=O)C(N=Nc2ccc(C(F)(F)F)cc2[N+](=O)[O-])=C(O)C1	4	-5.8	-2	0	1	·	0.0	-2
CC(Oc1cc2oc(=O)c3c(c2cc1Cl)CCC3)C(=O)NCCCn1ccnc1 (configuration not stated)	12	0.7	-6	-5	-3	0	0.2	12
Cc1cnn(-c2nc(-c3cccs3)cc(C(F)(F)F)n2)c1	·	·	24	·	-2	-5	·	13
O=C(CCS(=O)(=O)c1ccccc1)Nc1nc(-c2ccc(F)cc2)cs1	-13	-2.7	-9	-5	-6	4	-0.1	·
O=C(O)[C@@H]1CC(O)CN1C(=O)CCc1c[nH]c2ccccc12 (some centres not stated)	14	0.3	1	5	-3	2	0.1	-11
CCC(c1nnc(SCC(=O)NCCc2ccc(OC)c(OC)c2)n1Cc1ccccc1)N(C)C (configuration not stated)	-2	3.1	3	3	-1	·	-0.9	·
COCC(C)NC(=S)N1CCN(c2ccccc2Cl)CC1 (configuration not stated)	-7	-1.9	16	1	-2	·	-0.2	·
CCN1C(=O)[C@H]2[C@@H](c3ccc(C)cc3)N3C(=O)N(c4cccc(Cl)c4)C(=O)[C@@]3(C)[C@H]2C1=O	-29	1.1	7	·	-1	7	0.0	1
C[C@H](CO)N1C[C@H](C)[C@H](CN(C)Cc2ccncc2)Oc2cc(C#CC3CC3)ccc2S1(=O)=O	14	3.1	-11	0	23	-2	0.3	-4
CCOC(=O)CN1C(=O)C(O)(CC(=O)c2ccccn2)c2ccccc21 (configuration not stated)	-7	-2.9	1	3	-6	-3	0.0	11
COc1ccc(C2CC(c3cccs3)=NN2C(=O)CSc2nnnn2C)cc1OC (configuration not stated)	-13	-3.1	-4	-1	0	·	0.6	·
COc1cccc(CN2CCN(c3ncccn3)CC2)c1OC	-22	-0.8	20	0	·	-5	0.1	1
CN(C)c1ccc(NC(=O)c2ccc(Cn3cc([N+](=O)[O-])cn3)cc2)cc1	-9	-0.9	7	4	-4	57*	0.2	8
COc1ccc(CCNC(=O)C2CC(c3c(Cl)cccc3Cl)=NO2)cc1 (configuration not stated)	-8	2.0	-55	-1	·	7	-0.2	3
O=C(C1CCOCC1)N1C[C@@H]2[C@H](c3ccccc31)[C@H](CO)N2Cc1ccccc1F	-24	2.5	-2	-1	-9	3	0.1	-7

A second format for part of the listing above:
The line under a structure holds: RAD52 inh | CFTR F508del cor | GSIS activator | ERAP1 inh | ARNT-TACC3 inh | esBAF inh | Xi reactivation | RAD54 inh
COc1cc(CNC2CCCC2)c(Br)cc1OC1CCCC1
  -6 | 2.4 | 12 | 0 | -2 | · | 0.0 | ·
C[C@H](CO)N1C[C@H](C)[C@H](CN(C)C(=O)c2ccccc2)OCCCC[C@H](C)Oc2ccc(NC(=O)Nc3ccc4c(c3)OCO4)cc2C1=O
  -3 | -3.6 | -9 | -3 | 7 | 3 | 0.3 | 16
CC1(C)CC(=O)C(N=Nc2ccc(C(F)(F)F)cc2[N+](=O)[O-])=C(O)C1
  4 | -5.8 | -2 | 0 | 1 | · | 0.0 | -2
CC(Oc1cc2oc(=O)c3c(c2cc1Cl)CCC3)C(=O)NCCCn1ccnc1 (configuration not stated)
  12 | 0.7 | -6 | -5 | -3 | 0 | 0.2 | 12
Cc1cnn(-c2nc(-c3cccs3)cc(C(F)(F)F)n2)c1
  · | · | 24 | · | -2 | -5 | · | 13
O=C(CCS(=O)(=O)c1ccccc1)Nc1nc(-c2ccc(F)cc2)cs1
  -13 | -2.7 | -9 | -5 | -6 | 4 | -0.1 | ·
O=C(O)[C@@H]1CC(O)CN1C(=O)CCc1c[nH]c2ccccc12 (some centres not stated)
  14 | 0.3 | 1 | 5 | -3 | 2 | 0.1 | -11
CCC(c1nnc(SCC(=O)NCCc2ccc(OC)c(OC)c2)n1Cc1ccccc1)N(C)C (configuration not stated)
  -2 | 3.1 | 3 | 3 | -1 | · | -0.9 | ·
COCC(C)NC(=S)N1CCN(c2ccccc2Cl)CC1 (configuration not stated)
  -7 | -1.9 | 16 | 1 | -2 | · | -0.2 | ·
CCN1C(=O)[C@H]2[C@@H](c3ccc(C)cc3)N3C(=O)N(c4cccc(Cl)c4)C(=O)[C@@]3(C)[C@H]2C1=O
  -29 | 1.1 | 7 | · | -1 | 7 | 0.0 | 1
C[C@H](CO)N1C[C@H](C)[C@H](CN(C)Cc2ccncc2)Oc2cc(C#CC3CC3)ccc2S1(=O)=O
  14 | 3.1 | -11 | 0 | 23 | -2 | 0.3 | -4
CCOC(=O)CN1C(=O)C(O)(CC(=O)c2ccccn2)c2ccccc21 (configuration not stated)
  -7 | -2.9 | 1 | 3 | -6 | -3 | 0.0 | 11
COc1ccc(C2CC(c3cccs3)=NN2C(=O)CSc2nnnn2C)cc1OC (configuration not stated)
  -13 | -3.1 | -4 | -1 | 0 | · | 0.6 | ·
COc1cccc(CN2CCN(c3ncccn3)CC2)c1OC
  -22 | -0.8 | 20 | 0 | · | -5 | 0.1 | 1

(listing goes on)
SMILES	RAD52 inh	CFTR F508del cor	GSIS activator	ERAP1 inh	ARNT-TACC3 inh	esBAF inh	Xi reactivation	RAD54 inh
COc1ccc(NC(=O)N(C)C[C@H]2Oc3ccc(NC(=O)Nc4ccccc4)cc3C(=O)N([C@H](C)CO)C[C@@H]2C)cc1	10	-0.7	12	-1	-7	-2	0.2	12
C[C@@H]1CN([C@@H](C)CO)C(=O)c2cccc(NC(=O)Nc3ccc(F)cc3)c2O[C@@H]1CN(C)C(=O)Nc1ccccc1	11	-0.6	-1	0	-1	5	-0.8	4
Cn1cnc(CCNC(=O)C[C@H]2CC[C@H]3[C@@H](COC[C@H](O)CN3C(=O)C3CCCC3)O2)c1	-46	-1.1	7	-2	10	1	0.1	2
O=C(CCOc1ccccc1)N1CCN(S(=O)(=O)c2cccs2)CC1	·	·	32	·	-4	4	·	4
C=CCn1cc(/C=N/NC(=O)COc2cccc3cccnc23)c2ccccc21	-22	·	·	0	4	·	0.0	·
O=C(CNC(=O)c1ccccc1)NCC(O)c1ccc([N+](=O)[O-])cc1 (configuration not stated)	5	0.1	-10	-1	·	1	0.0	-4
Cn1cc(C(=O)C(=O)NCCc2ccccc2)c2ccccc21	-4	0.3	0	2	-15	4	0.1	-4
